D1 antagonist: human D1 dopamine receptor antagonism | P21728 | 360,000 compounds, 3.2% hits | activity change, negative = inhibition, % at 10 µM | HEK293 TREx D1 cells, calcium flux, dopamine EC80; stronger effect = lower value; in the data active = activity change below about -30%; note: % is set by controls: 0 for no effect and ±100 for the full control effect
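Inducible Hek293 Trex D1 cells (tetracycline, overnight, 30 C). Calcium dye 30–90 min RT. Antagonist mode: EC80 dopamine added after 180 s compound read.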
D2 PAM: D2 dopamine receptor (human) potentiation. potentiation, % at 10 µM. 340,000 compounds, 0.34% hits. HEK293 T-REx D2, calcium flux, EC20 dopamine potentiation. P14416;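 active = potentiation over 3 SD above the plate norm, cut at about 30% in these data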; note: 0% is about no effect
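Potentiation of an EC20 dopamine calcium response measured kinetically over 180 s, after a preceding 180 s compound-only read flagging agonists. Cells: inducible Hek293 Trex D2 line, 4000/well, cultured overnight at 30 C before dye loading.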
LDHA inh: blocks human lactate dehydrogenase A; P00338; purified LDHA, NADH/diaphorase-resazurin fluorescence; stronger effect = lower value; activity change, % (values are at about 110 or 230 µM); 480,000 compounds, 0.15% hits; in the data active = activity change below about -30%; inconclusive = mostly about -25% to -30%;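 note: plate controls were DMSO wells for no effect and wells without enzyme for full effect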
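LDH5 2 nM; NADH 0.06 mM, pyruvate 0.2 mM; 200 mM Tris pH 7.4, EDTA, Tween-20; 5 min RT. Detection: diaphorase 0.133 mg/mL + resazurin 37 µM, fluorescence ex540/em590 at 0 and 20 min; normalized to enzyme-free and DMSO wells.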
D1 ag: activates the human D1 dopamine receptor; P21728; HEK293 T-REx D1 cells, calcium flux, agonist mode; activation, % at 2 µM; 360,000 compounds, 1% hits; in the data active = activation above about 30%; note: 0% is about no effect
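Inducible HEK293 T-REx D1 cells, force-coupled to calcium signalling, were plated at 4000 cells/well with tetracycline and held overnight at 30 C. After no-wash calcium dye loading, compound-evoked calcium rise over 180 s flagged agonists.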
Vif-APOBEC3F blk: inhibitors of Vif-A3F interaction; HeLa A3F-eYFP + Vif (tagged APOBEC3F with the HIV-1 protein that degrades it), YFP fluorescence increase; Potency, µM (doses to about 46.1 µM), inactives show at the top dose activity, negative = active; 390,000 compounds, 0.2% hits; note: potency is the fitted concentration of half-maximal effect; % of control where 0% means no effect; nearly all actives have a fitted effect of over 65% in size
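HeLa cells stably expressing A3F-eYFP plus Vif, plated and incubated overnight at 37 deg C, then exposed to compounds overnight at 37 deg C. Blocked degradation read as raised yellow fluorescence (Ex 488/Em 500-530).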
D1 potentiator: potentiators of human D1 dopamine receptor; P21728; HEK293 TREx D1 cells, calcium flux, dopamine EC20 potentiation; potentiation, % at 10 µM; 360,000 compounds, 0.036% hits; in the data active = potentiation above about 30%; note: 0% is about no effect
Vif-A3G inh: inhibitors of Vif-APOBEC3G interaction; Q9HC16; HeLa A3G-eYFP + Vif (tagged APOBEC3G with the HIV-1 protein that degrades it), YFP fluorescence, overnight; Potency, µM (series often up to 46.1 µM), for inactives: top-dose activity, negative = active, usual class: inhibitors; 410,000 compounds, 0.076% hits;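 note: potency is the fitted concentration of half-maximal effect; % is set by controls: 0 for no effect and ±100 for the full control effect; nearly all actives have a fitted effect of over 60% in size; hits raise eYFP signal because A3G escapes Vif-driven loss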
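Read-out is eYFP fluorescence (Ex 488/Em 500-530) from Vif-expressing HeLa A3G-eYFP cells; more signal means A3G escaped Vif-mediated degradation. Cells plated overnight, compound pinned in, incubated overnight at 37 deg C.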
Glioma ERSR ind: ER stress response induction in glioma; 420,000 compounds, 0.02% hits; AID 602332; U87-MG GRP78 promoter luciferase reporter, 16 h; Potency, µM, for the others: top-dose activation, hits mostly activators; note: potency is the fitted concentration of half-maximal effect; series mostly up to about 76 µM; % of control where 0% means no effect; nearly all actives have a fitted effect of over 35% in size
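Stably transfected U87-MG human glioma cells carrying a GRP78-based luminescent sensor were seeded at 1000 cells/well, pin-dosed with compounds and incubated 16 h. Luciferase reagent was then added, and end-point luminescence was read after 10 min at room temperature.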
RXFP1 agonist: RXFP1 (human) receptor agonism. Q9HBX9. HEK293T-RXFP1 cAMP TR-FRET, 30 min; response scale: percent of porcine relaxin response, buffer zero. Potency, µM (titrated, usually from 57.5 µM), for inactives: top-dose activation, usual class: activators. 370,000 compounds, 0.3% hits; note: potency is the fitted concentration of half-maximal effect; % is set by controls: 0 for no effect and ±100 for the full control effect; nearly all actives have a fitted effect of over 60% in size; many of its hits are not listed in these tables
Target sequence (Q9HBX9 whole entry, looked up): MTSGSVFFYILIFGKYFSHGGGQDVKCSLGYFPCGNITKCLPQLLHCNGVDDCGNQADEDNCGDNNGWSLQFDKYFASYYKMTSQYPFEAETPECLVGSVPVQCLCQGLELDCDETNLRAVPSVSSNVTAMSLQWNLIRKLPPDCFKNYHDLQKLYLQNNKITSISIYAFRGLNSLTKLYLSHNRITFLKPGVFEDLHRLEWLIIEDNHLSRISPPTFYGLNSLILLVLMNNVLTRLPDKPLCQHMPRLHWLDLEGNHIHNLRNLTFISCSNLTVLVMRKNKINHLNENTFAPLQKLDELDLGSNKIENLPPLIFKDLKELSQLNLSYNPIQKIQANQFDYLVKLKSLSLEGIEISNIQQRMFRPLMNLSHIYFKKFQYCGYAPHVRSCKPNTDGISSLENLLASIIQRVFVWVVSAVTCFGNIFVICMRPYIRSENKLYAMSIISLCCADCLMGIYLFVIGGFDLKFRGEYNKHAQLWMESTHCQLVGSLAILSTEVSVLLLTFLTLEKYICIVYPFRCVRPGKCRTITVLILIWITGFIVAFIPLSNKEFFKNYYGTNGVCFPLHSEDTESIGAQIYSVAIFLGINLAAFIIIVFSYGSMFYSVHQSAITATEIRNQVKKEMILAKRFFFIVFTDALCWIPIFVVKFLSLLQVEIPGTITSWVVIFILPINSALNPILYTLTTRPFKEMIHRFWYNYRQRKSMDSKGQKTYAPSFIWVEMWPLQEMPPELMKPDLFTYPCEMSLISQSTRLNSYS
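HEK293T cells stably expressing RXFP1 were pretreated with the PDE4 inhibitor Ro 20174, exposed to compounds for 30 min at 37C, lysed, and cAMP was read by TR-FRET. Data normalized to buffer (basal) and 29 nM porcine relaxin (100%).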
Active calls of the source: *; ? = inconclusive; . = not tested or not shown. Unless noted, calls come from the whole dose curve; as a rule, active = well fitted curve in the direction sought with a large enough effect; inconclusive = small, poorly fitted or top-dose-only effect, or another doubt; inactive = no such curve, though single readings can be large; an effect the other way counts as inactive or inconclusive.

SMILES	D1 antagonist	D2 PAM	LDHA inh	D1 ag	Vif-APOBEC3F blk	D1 potentiator	Vif-A3G inh	Glioma ERSR ind	RXFP1 agonist
COc1ccc(CN2CCN(Cc3ccc(Br)cc3)CC2)c(OC)c1OC	14	-20	-30*	5	4%	2	3%	-4%	-0.3%
COc1ccc(C(=O)NNC(=O)C2=NN(c3ccccc3)C(=O)CC2)cc1	-2	18	-3	4	5%	3	0%	-3%	-1.8%
Cc1sc(N)nc1C12CC3CC(CC(C3)C1)C2	0	-12	-5	8	-1%	-5	1%	-3%	-0.6%
O=C(NCc1ccccc1Cl)c1ccc(CS(=O)(=O)c2ccccc2)o1	-14	.	-2	15	-6%	-2	0%	-7%	-1.3%
Cc1ccc(COC(=O)CN2C(=O)NC3(CCCC3)C2=O)cc1	-6	-2	-3	1	-16%	-2	-2%	3%	-1.3%
CC1SC(=NC(=O)c2ccco2)NC1=O (centres undefined)	-2	0	18	1	-8%	-2	2%	-6%	0.7%
CCOC(=O)c1[nH]c(C)c(C(=O)NCc2ccc(F)cc2)c1C	1	0	-5	2	-11%	-3	6%	-1%	-3.9%
Cc1cn(C)c(CC(=O)NCc2ccccc2Cl)c1C(=O)O	17	-15	-8	-1	5%	-3	1%	-2%	-1.4%
O=C(CCNC(=O)c1ccc([N+](=O)[O-])cc1)Nc1ccccc1N1CCCC1	30	-5	3	2	-2%	-8	0%	0%	11%
CCCCNC(=O)C1CC(c2cccc(F)c2)=NO1 (centres undefined)	-45*	-7	-3	5	2%	8	5%	0%	0.6%
Clc1cccc(-n2cc(-c3ccccc3)c3c(N4CCCCC4)ncnc32)c1	8	13	0	-2	-10%	2	-4%	1%	1.4%
COc1cccc(CNC(=O)CCC(=O)n2ncc3cc(C)ccc32)c1OC	-2	-1	1	4	-1%	-6	3%	-4%	9.9%
O=C(CN1CCN(S(=O)(=O)c2ccccc2)CC1)Nc1ccc(Cl)c([N+](=O)[O-])c1	-19	-12	-1	15	6%	0	2%	-2%	1.6%
CCCCNC(=O)c1oc2ccc(S(=O)(=O)N3CCCC3)cc2c1C	8	.	-2	0	0%	-7	-2%	-2%	1.3%
COc1ccc(N2CC(C(=O)Nc3nnc(SCC(=O)NCc4ccco4)s3)CC2=O)cc1 (centres undefined)	16	7	-3	5	-13%	-7	0%	1%	0.1%
Cc1cccc2cc(CN(Cc3ccco3)C(=O)c3cccs3)c(=O)[nH]c12	6	7	0	23	-1%	-2	-14%	-1%	0.9%
Cc1ccc(NC(=O)Nc2cn(C)c(=O)c3ccccc23)c(Cl)c1	-28	6	4	0	-8%	-5	-6%	-2%	2.2%
NC(=O)CC[C@H](NC(=O)c1ccc(F)cc1)C(=O)OCC(=O)NCc1ccc2c(c1)OCO2	.	.	-5	.	2%	.	-1%	-6%	.
O=C1CS(=O)(=O)C2(C(=O)Nc3ccccc32)N1c1cccc(Cl)c1 (centres undefined)	-22	6	-2	2	-5%	-8	-6%	-3%	-1.6%
C[C@H](NC(=O)C1CC(=O)N(c2ccc3c(c2)OCO3)C1)C(=O)NC1CCCCC1 (some centres undefined)	2	-4	-13	0	-10%	-8	6%	3%	-1.1%
Cc1ccc(S(=O)(=O)N(C)c2ccc(OCC(=O)Nc3ccc(C(=O)N(C)C)cc3)cc2)cc1C	-4	-5	-4	8	-23%	0	1%	-1%	0.4%
COc1cccc(C(=O)N2CCC(C(=O)NCc3ccc(C)cc3)CC2)c1	6	5	-9	2	-19%	-2	1%	-3%	0.6%
O=C1NC(CCc2ccccc2)C(=O)N1Cc1ccc(Br)cc1 (centres undefined)	-3	-13	-7	6	-7%	-7	1%	-2%	0.5%
CC(C)c1cc(CNC(=O)C2CCC(=O)N(Cc3ccccc3F)C2)on1 (centres undefined)	13	-1	-3	2	4%	-5	-2%	-3%	2.1%

5 entries from above, with bars between the fields:
SMILES | D1 antagonist | D2 PAM | LDHA inh | D1 ag | Vif-APOBEC3F blk | D1 potentiator | Vif-A3G inh | Glioma ERSR ind | RXFP1 agonist
COc1ccc(N2CC(C(=O)Nc3nnc(SCC(=O)NCc4ccco4)s3)CC2=O)cc1 (centres undefined) | 16 | 7 | -3 | 5 | -13% | -7 | 0% | 1% | 0.1%
COc1cccc(C(=O)N2CCC(C(=O)NCc3ccc(C)cc3)CC2)c1 | 6 | 5 | -9 | 2 | -19% | -2 | 1% | -3% | 0.6%
Cc1cccc2cc(CN(Cc3ccco3)C(=O)c3cccs3)c(=O)[nH]c12 | 6 | 7 | 0 | 23 | -1% | -2 | -14% | -1% | 0.9%
NC(=O)CC[C@H](NC(=O)c1ccc(F)cc1)C(=O)OCC(=O)NCc1ccc2c(c1)OCO2 | . | . | -5 | . | 2% | . | -1% | -6% | .
O=C(CN1CCN(S(=O)(=O)c2ccccc2)CC1)Nc1ccc(Cl)c([N+](=O)[O-])c1 | -19 | -12 | -1 | 15 | 6% | 0 | 2% | -2% | 1.6%

Additional results follow:
SMILES	D1 antagonist	D2 PAM	LDHA inh	D1 ag	Vif-APOBEC3F blk	D1 potentiator	Vif-A3G inh	Glioma ERSR ind	RXFP1 agonist
CCN(CC)C(=O)C1=C(C)N(Cc2ccc(F)cc2)C(=O)C(CC(=O)NCCCN(C)C)C1 (centres undefined)	.	.	-4	.	-1%	.	2%	-3%	.
CCN1CCN(c2nc(NCCO)c3ccccc3n2)CC1	-15	-4	-8	2	-2%	-4	-3%	-3%	3.6%
O=C(CCCc1nc(-c2ccccc2)no1)NCc1cccnc1	-21	1	4	11	-2%	-7	0%	-2%	2.9%
CCOc1ccc(S(=O)(=O)N(CC(=O)NCc2cccnc2)c2ccc(F)cc2)cc1	-1	-1	-11	0	0%	-2	-1%	0%	-3.8%
CCOC(=O)c1cnn(Cc2ccc(C)cc2)c1N	-4	-4	-2	1	8%	-7	2%	4%	-0.4%
Cc1cc(CNC(=O)Cn2nc(C)c([N+](=O)[O-])c2C)c2ccccc2n1	4	-6	-7	2	2%	-2	-4%	-4%	18%
CCOC(=O)c1c(S(=O)(=O)N2CCC(C(=O)N3CCN(c4ccc(F)cc4)CC3)CC2)c(C)n(C)c1C	-14	-3	-2	1	-9%	0	4%	-3%	-1.7%
COC(=O)c1cc(NC(=O)CSc2nc(C)cc(=O)[nH]2)cc(C(=O)OC)c1	20	6	-8	3	-5%	7	2%	-3%	1.3%
O=C(Nc1ccccc1)Nc1nc(-c2ccccc2)cs1	-5	-6	1	7	-7%	-1	0%	-4%	-0.5%
O=C(COC(=O)c1ccc(O)cc1)NCCC1=CCCCC1	-1	-2	0	1	-19%	-4	-3%	0%	2.5%
O=[N+]([O-])/C(C(Cl)=C(Cl)Cl)=C(\Nc1ccc(F)cc1)n1cncn1	10	.	.	1	.	-3	.	.	0.9%
O=C(CCNC(=O)N1CC(=O)Nc2ccccc21)NCc1ccccc1	.	.	-2	.	-1%	.	0%	-2%	.

Marked active in D1 antagonist, of those listed so far:
molecule	D1 antagonist	D2 PAM	D1 ag	Vif-APOBEC3F blk	D1 potentiator	Vif-A3G inh
CCCCNC(=O)C1CC(c2cccc(F)c2)=NO1 (centres undefined)	-45*	-7	5	2%	8	5%

Next section:
SMILES	D1 antagonist	D2 PAM	LDHA inh	D1 ag	Vif-APOBEC3F blk	D1 potentiator	Vif-A3G inh	Glioma ERSR ind	RXFP1 agonist
Cc1cc(C)cc(-c2nnc(SCC(=O)NCc3cccs3)o2)c1	9	1	-5	-4	1%	2	0%	-5%	0.2%
Cc1ccc(NC(=O)CCCn2c(=O)[nH]c3ccsc3c2=O)cc1	1	11	1	0	0%	-5	0%	-1%	11%
COc1ccc(NC(=S)NCc2ccccn2)cc1OC	.	-3	-2	-2	-2%	-1	3%	4%	-2.3%
C#CCOC(=O)C(NC(=O)c1ccccc1)=C(C)C	-1	-3	-4	1	0%	0	1%	-3%	1.9%
CC(=O)Nc1ccc(NC(=O)c2c(-c3ccccc3)noc2C)cc1	2	-1	-4	2	-2%	1	2%	-2%	-2.2%
Cc1ccc(-n2ncc3c(NCCC4=CCCCC4)ncnc32)cc1	-12	-5	-3	6	-1%	-3	3%	-3%	-0.3%
CC(=O)Nc1ccc(OCC(O)CN2CCN(c3cc(Cl)ccc3C)CC2)cc1 (centres undefined)	3	-25	8	18	-4%	-8	0%	-1%	-2.4%
COc1ccc2cc(CN(C(=O)Nc3ccccc3)C3CCCC3)c(=O)[nH]c2c1	-7	0	-1	1	1%	2	2%	-3%	1.3%
Cc1cc(OCCCN2CCCC2)ccc1Cl	-4	-4	-17	7	-5%	1	1%	-1%	1.0%
O=C(CCCCn1c(=O)[nH]c2ccccc2c1=O)NCCC1=CCCCC1	2	-4	-4	1	-1%	-9	0%	-2%	0.9%
CC(C)=C1SC(N2CCCCC2)=NC1=O	0	-1	-3	1	-10%	-1	0%	-4%	-0.3%
Cc1cc(C)c2nc(NC(=O)c3ccc([N+](=O)[O-])o3)sc2c1	-11	.	-7	0	6%	7	?	-2%	-3.9%
COc1ccc(C(=O)N2CCC(C(=O)NCc3ccccn3)CC2)cc1	-31*	.	1	4	-2%	-12	-10%	-5%	0.8%

Bioassay records as filed in PubChem BioAssay.

An excerpt; count on the stated rates, not on these rows.
